Compound activity from PubChem BioAssay.
TDP1 cell noCPT: qHTS for Inhibitors of human tyrosyl-DNA phosphodiesterase 1 (TDP1): qHTS in cells in absence of CPT | 420,000 compounds, 15% hits | DT40 Tdp1-/- hTDP1 cells, no CPT, ATP luminescence, 48 h | AID 686978, 2013 | Potency, µM (highest dose often 46.2 µM), for the others: at the top dose activity change, negative = growth inhibition, hits mostly inhibitors; further: nearly all actives have a fitted effect of over 55% in size
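Stably hTDP1-transfected Tdp1-null chicken DT40 cells were treated with library compounds minus camptothecin and grown for at least 48 hr at 37 °C, after which cellular ATP was quantified by luminescence.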
DT40 TDP1 CPT: growth inhibition of DT40 Tdp1-/-;hTDP1 cells with camptothecin (screen for TDP1 inhibitors) | 420,000 compounds, 12% hits | Potency, µM (doses to about 46.2 µM), for inactives: at the highest dose activity change, negative = growth inhibition, actives largely listed as inhibitors | chicken DT40 Tdp1-/-;hTDP1 cells + 20 nM CPT, ATP luminescence, 48 h; further: nearly all actives have a fitted effect of over 55% in size
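Cell growth measured by CellTiter-Glo luminescence after a minimum 48 h, 37 C compound exposure with 20 nM CPT in Tdp1-knockout DT40 cells stably expressing hTDP1, seeded 400/well; qHTS titration format.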
KAT2A inh: blocks human GCN5L2 histone acetyltransferase. AID 504327. 390,000 compounds, 0.21% hits. Q92830. GCN5L2 HAT assay, ThioGlo1 CoA-SH fluorescence. Potency, µM (highest dose often 58.9 µM), for the others: at the top dose activity change, negative = inhibition, hits mostly inhibitors
Target sequence (Q92830 whole entry, looked up): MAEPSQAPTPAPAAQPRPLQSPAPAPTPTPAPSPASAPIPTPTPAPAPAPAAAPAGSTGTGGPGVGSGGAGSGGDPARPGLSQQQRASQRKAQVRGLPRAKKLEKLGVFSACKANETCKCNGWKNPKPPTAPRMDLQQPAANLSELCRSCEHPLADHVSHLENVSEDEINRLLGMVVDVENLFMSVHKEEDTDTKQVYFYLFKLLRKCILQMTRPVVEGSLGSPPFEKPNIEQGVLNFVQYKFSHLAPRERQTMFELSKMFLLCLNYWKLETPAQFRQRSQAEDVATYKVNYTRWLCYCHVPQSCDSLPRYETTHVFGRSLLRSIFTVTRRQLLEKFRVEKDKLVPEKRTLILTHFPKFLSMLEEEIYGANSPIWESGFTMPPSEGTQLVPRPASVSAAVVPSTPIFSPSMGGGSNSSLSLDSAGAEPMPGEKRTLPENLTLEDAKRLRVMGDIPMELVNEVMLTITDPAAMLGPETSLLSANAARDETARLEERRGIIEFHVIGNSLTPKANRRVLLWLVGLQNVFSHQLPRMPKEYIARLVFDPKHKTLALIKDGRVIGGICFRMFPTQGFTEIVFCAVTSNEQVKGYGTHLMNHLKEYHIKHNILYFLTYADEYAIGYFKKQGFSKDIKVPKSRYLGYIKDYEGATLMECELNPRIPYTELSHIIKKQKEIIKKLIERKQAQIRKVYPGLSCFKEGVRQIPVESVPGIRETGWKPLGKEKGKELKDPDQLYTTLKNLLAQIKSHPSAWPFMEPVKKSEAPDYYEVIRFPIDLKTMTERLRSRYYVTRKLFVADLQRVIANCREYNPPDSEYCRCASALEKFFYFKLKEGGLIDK
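Free CoA generated was detected with ThioGlo1 (50uM) fluorescence at Ex340nm/Em540nm, read immediately and after 20 min at room temperature. Enzyme, 20 nM in HEPES pH 7.5 buffer, saw compounds 15 min before adding 75uM H3(1-25) peptide and 70uM acetyl-CoA.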
An asterisk follows results filed as active; ? = inconclusive; nt = not tested or not shown; & = joins results of further samples. The call rests on the fitted dose curve; in most records, active means well fitted curve in the direction sought with a large enough effect; inconclusive means small, poorly fitted or top-dose-only effect, or another doubt; inactive means no such curve, though single readings can be large; an effect the other way counts as inactive or inconclusive. On the % scale 0 is the no-effect control and ±100 the full control effect; potency means the concentration at half of the fitted maximal effect. Compounds were not picked by outcome. Share with any hit: about 18%.

canonical_smiles: CC(=O)OCC1OC(OCc2cn(C[C@H]3CC[C@H](Cn4cc(COC5OC(COC(C)=O)C(OC(C)=O)C(OC(C)=O)C5OC(C)=O)nn4)O3)nn2)C(OC(C)=O)C(OC(C)=O)C1OC(C)=O (stereo partly specified)
  TDP1 cell noCPT: -8.0%	DT40 TDP1 CPT: -0.8%	KAT2A inh: -23.9%
canonical_smiles: CCCCN1C(=O)C(=O)N(CC(=O)c2cc(C)n(-c3cc(C)on3)c2C)C1=O
  TDP1 cell noCPT: 8.7%	DT40 TDP1 CPT: -8.0%	KAT2A inh: -0.4%
canonical_smiles: Cc1cc(C)c(C(=O)N2CCC(N3CCC(C(=O)NC(C)C)CC3)CC2)o1
  TDP1 cell noCPT: 4.7%	DT40 TDP1 CPT: 0.4%	KAT2A inh: -6.2%
canonical_smiles: CC1=[N+]([O-])C(C)(C)N(O)C1(C)C
  TDP1 cell noCPT: -16.5%	DT40 TDP1 CPT: -8.6%	KAT2A inh: 2.2%
canonical_smiles: Cc1cccc(C)c1NC(=O)c1nc(S(C)(=O)=O)ncc1N(Cc1ccc(C(C)(C)C)cc1)Cc1ccco1
  TDP1 cell noCPT: ?	DT40 TDP1 CPT: ?	KAT2A inh: -12.9%
canonical_smiles: CCOc1ccc(CNC(=O)c2ccc(Sc3ccc(C)cc3)c(NC(C)=O)c2)cc1
  TDP1 cell noCPT: 20.6µM*	DT40 TDP1 CPT: ?	KAT2A inh: -6.5%
canonical_smiles: O=C(O)c1cc2nccc(-c3ccco3)n2n1
  TDP1 cell noCPT: -6.6%	DT40 TDP1 CPT: -2.3%	KAT2A inh: -17.4%
canonical_smiles: Cc1ccccc1OCC(=O)NCC(=O)OC(c1ccccc1)c1ccccc1
  TDP1 cell noCPT: -12.3%	DT40 TDP1 CPT: -9.2%	KAT2A inh: nt
canonical_smiles: Cn1c2ccccc2c(=O)c2cc(C#CC3=CCCCC3)ccc21
  TDP1 cell noCPT: 18.4µM*	DT40 TDP1 CPT: 7.31µM*	KAT2A inh: -15.4%
canonical_smiles: O=C(Nc1cccc(Cl)c1)C1C2CCC3C(CCC21)C3(Cl)Cl (stereo unspecified)
  TDP1 cell noCPT: 16.4µM*	DT40 TDP1 CPT: ?	KAT2A inh: -6.4%
canonical_smiles: Clc1cccc(CNc2ccn3nc(-c4ccc(OCc5ccccc5)cc4)cc3n2)c1
  TDP1 cell noCPT: ?	DT40 TDP1 CPT: 16.4µM*	KAT2A inh: nt
canonical_smiles: Cc1ncn(C23CC4CC(CC(C4)C2)C3)n1
  TDP1 cell noCPT: ?	DT40 TDP1 CPT: -19.4%	KAT2A inh: -1.4%
canonical_smiles: COc1ccc(OC)c(NC(=O)C2CCCN2S(=O)(=O)c2cccc3nsnc23)c1 (stereo unspecified)
  TDP1 cell noCPT: -11.2%	DT40 TDP1 CPT: -22.3%	KAT2A inh: -0.5%
canonical_smiles: Cc1nc(Cl)c(C#N)cc1-c1ccccc1
  TDP1 cell noCPT: -3.9%	DT40 TDP1 CPT: -0.4%	KAT2A inh: -3.6%
canonical_smiles: Cc1ccc(CNc2cccnc2)cc1
  TDP1 cell noCPT: ?	DT40 TDP1 CPT: ?	KAT2A inh: 13.6%

The list goes on (2 carried over from the part before).
canonical_smiles: Cc1nc(Cl)c(C#N)cc1-c1ccccc1
  TDP1 cell noCPT: -3.9%	DT40 TDP1 CPT: -0.4%	KAT2A inh: -3.6%
canonical_smiles: Cc1ccc(CNc2cccnc2)cc1
  TDP1 cell noCPT: ?	DT40 TDP1 CPT: ?	KAT2A inh: 13.6%
canonical_smiles: O=c1ccnc2n1COCS2
  TDP1 cell noCPT: -3.6%	DT40 TDP1 CPT: 7.3%	KAT2A inh: -3.3%
canonical_smiles: O=C(NCCSc1ccccc1)c1cncc(Br)c1
  TDP1 cell noCPT: -23.8%	DT40 TDP1 CPT: ?	KAT2A inh: -0.7%
canonical_smiles: COc1ccc(/C=N/Nc2cc(N(C)C)nc(N(C)C)n2)cc1
  TDP1 cell noCPT: ?	DT40 TDP1 CPT: ?	KAT2A inh: -5.0%
canonical_smiles: CCc1ccc(/C=C2/SC(=S)N(CCC(=O)Nc3cccc(C(=O)O)c3)C2=O)cc1
  TDP1 cell noCPT: 23.3%	DT40 TDP1 CPT: 0.2%	KAT2A inh: ?
canonical_smiles: O=C(NCc1ccccc1)c1onc(CS(=O)(=O)c2ccccn2)c1C(=O)NCc1ccccc1
  TDP1 cell noCPT: ?	DT40 TDP1 CPT: ?	KAT2A inh: -10.9%
canonical_smiles: Cc1ccc(C(=O)Cn2c(=N)n(CCN3CCOCC3)c3ccccc32)cc1
  TDP1 cell noCPT: ?	DT40 TDP1 CPT: ?	KAT2A inh: -8.9%
canonical_smiles: O=S(=O)(c1ccccc1)N1CCC2(CCCN(c3ccccn3)C2)CC1
  TDP1 cell noCPT: 20.6µM*	DT40 TDP1 CPT: ?	KAT2A inh: -10.8%
canonical_smiles: COc1cc(C(C)=O)ccc1OC(=O)c1cc2cccc(OC)c2oc1=O
  TDP1 cell noCPT: 18.7%	DT40 TDP1 CPT: -0.6%	KAT2A inh: 1.8%
canonical_smiles: COc1cc(C(=O)Nc2cccc3cccnc23)cc(OC)c1OC
  TDP1 cell noCPT: 25.9µM*	DT40 TDP1 CPT: ?	KAT2A inh: 20.6%
canonical_smiles: CCOc1ccc(C(C)(C)C)cc1S(=O)(=O)N1CCOCC1
  TDP1 cell noCPT: ?	DT40 TDP1 CPT: -1.5%	KAT2A inh: -20.0%
canonical_smiles: COc1ccccc1NC1=C(Cl)C(=O)N(c2ccccc2)C1=O
  TDP1 cell noCPT: 2.8%	DT40 TDP1 CPT: 7.5%	KAT2A inh: -15.4%
canonical_smiles: CCC(C)/C(C)=N/NC(=O)C1COc2ccccc2O1 (stereo unspecified)
  TDP1 cell noCPT: 1.3%	DT40 TDP1 CPT: 1.6%	KAT2A inh: 0.2%
canonical_smiles: CCCC(=O)Nc1nn(C)c2nc3c(C)cccc3cc12
  TDP1 cell noCPT: -29.3%	DT40 TDP1 CPT: -11.6%	KAT2A inh: 1.1%
canonical_smiles: COc1cccc(-c2nc(=S)c3c(o2)CCCC3)c1
  TDP1 cell noCPT: -18.7%	DT40 TDP1 CPT: -12.7%	KAT2A inh: -3.9%
canonical_smiles: FC(F)(F)c1cc(-c2ccccc2)nc(N2CCCCC2)n1
  TDP1 cell noCPT: -26.7%	DT40 TDP1 CPT: -92.5%	KAT2A inh: 2.8%

A stretch taken from the entries so far, for reference:
canonical_smiles: Cc1nc(Cl)c(C#N)cc1-c1ccccc1
  TDP1 cell noCPT: -3.9%	DT40 TDP1 CPT: -0.4%	KAT2A inh: -3.6%
canonical_smiles: Cc1ccc(CNc2cccnc2)cc1
  TDP1 cell noCPT: ?	DT40 TDP1 CPT: ?	KAT2A inh: 13.6%
canonical_smiles: O=c1ccnc2n1COCS2
  TDP1 cell noCPT: -3.6%	DT40 TDP1 CPT: 7.3%	KAT2A inh: -3.3%

(cont.)
canonical_smiles: O=C(CN(C(=O)CNC(=O)c1cccs1)c1ccccc1)NC1CCCCC1
  TDP1 cell noCPT: -0.1%	DT40 TDP1 CPT: 8.2%	KAT2A inh: -5.7%
canonical_smiles: CCOC(=O)[C@]12CCC=C1N(CCC1=CCCCC1)C(=O)[C@H](CC(=O)NCc1ccc(OC)c(OC)c1)C2
  TDP1 cell noCPT: -29.5%	DT40 TDP1 CPT: ?	KAT2A inh: nt
canonical_smiles: Cc1cccc(CNc2ncnc3ccc(-c4ccc5c(c4)OCO5)cc23)c1
  TDP1 cell noCPT: 18.4µM*	DT40 TDP1 CPT: ?	KAT2A inh: -13.6%&-12.2%&-14.2%
canonical_smiles: Cc1ccccc1NC(=O)C(C)SCc1ccccc1 (stereo unspecified)
  TDP1 cell noCPT: -16.4%	DT40 TDP1 CPT: 1.0%	KAT2A inh: 4.0%
canonical_smiles: O=C(NC1CCCCC1)C1CC=CCC1C(=O)OCC(Cl)=C(Cl)Cl (stereo unspecified)
  TDP1 cell noCPT: -25.9%	DT40 TDP1 CPT: 3.3%	KAT2A inh: 2.6%
canonical_smiles: COc1ccc(-c2cc(C(F)(F)F)nc(SCCC(=O)Nc3ccc(F)cc3F)n2)cc1
  TDP1 cell noCPT: ?	DT40 TDP1 CPT: ?	KAT2A inh: -1.6%
canonical_smiles: C=CCc1cc(C=O)cc(OC)c1OCc1ccc(C(=O)O)cc1
  TDP1 cell noCPT: -14.0%	DT40 TDP1 CPT: 13.7%	KAT2A inh: -10.6%
canonical_smiles: N=c1c[n+](-c2ccc(Cl)cc2)[n-]o1
  TDP1 cell noCPT: -0.1%	DT40 TDP1 CPT: -7.4%	KAT2A inh: -8.0%
canonical_smiles: COc1cccc(-c2nc(CS(=O)(=O)CC(=O)Nc3ccccc3C)c(C)o2)c1
  TDP1 cell noCPT: ?	DT40 TDP1 CPT: 4.5%	KAT2A inh: -5.1%
canonical_smiles: CC(=O)c1ccc(NC(=O)Nc2ncn(Cc3cccc(C)c3)n2)cc1
  TDP1 cell noCPT: ?	DT40 TDP1 CPT: -21.4%	KAT2A inh: -4.2%
canonical_smiles: Cc1nnsc1C(=O)N1CCCC(Nc2ccc(F)c(F)c2)C1 (stereo unspecified)
  TDP1 cell noCPT: 3.1%	DT40 TDP1 CPT: -3.2%	KAT2A inh: ?
canonical_smiles: CC(C)CC(=O)OC(C)(C)[C@@H]1Cc2c(ccc3ccc(=O)oc23)O1
  TDP1 cell noCPT: ?	DT40 TDP1 CPT: ?	KAT2A inh: -8.2%
canonical_smiles: Cc1ccc(C)c(NC(=O)Cn2c(=O)n(CC(=O)NCCc3ccccc3)c(=O)c3ccccc32)c1
  TDP1 cell noCPT: ?	DT40 TDP1 CPT: 0.8%	KAT2A inh: -1.4%
canonical_smiles: CCn1c(SCC(=O)N/N=C/C=C/c2ccco2)nnc1-c1ccc(OC)cc1
  TDP1 cell noCPT: ?	DT40 TDP1 CPT: ?	KAT2A inh: -8.5%
canonical_smiles: CCc1cccc(NC(=O)Cc2ccc([N+](=O)[O-])cc2)c1
  TDP1 cell noCPT: ?	DT40 TDP1 CPT: -3.2%	KAT2A inh: -1.0%

Complete entries from above. Screens in order: TDP1 cell noCPT | DT40 TDP1 CPT | KAT2A inh
Listed for CC1=[N+]([O-])C(C)(C)N(O)C1(C)C → -16.5% | -8.6% | 2.2%
Listed for O=C(NC1CCCCC1)C1CC=CCC1C(=O)OCC(Cl)=C(Cl)Cl (stereo unspecified) → -25.9% | 3.3% | 2.6%

(list continues)
canonical_smiles: CC[C@]12c3[nH]c4ccccc4c3CCN1C(=O)C(CC(=O)NCc1ccc(OC)c(OC)c1)C[C@@H]2C(=O)N1CCN(C(=O)C2CC2)CC1 (stereo partly specified)
  TDP1 cell noCPT: ?	DT40 TDP1 CPT: -5.7%	KAT2A inh: 1.4%
canonical_smiles: O=C(NC(Cc1c[nH]c2ccccc12)C(=O)O)c1ccccc1 (stereo unspecified)
  TDP1 cell noCPT: 28.7%	DT40 TDP1 CPT: -20.6%	KAT2A inh: -3.7%
canonical_smiles: CCOc1ccc(N(Cc2cc3cc(C)ccc3[nH]c2=O)C(=O)COC)cc1
  TDP1 cell noCPT: -8.3%	DT40 TDP1 CPT: ?	KAT2A inh: ?
canonical_smiles: CNC(=O)/C(=C/c1ccc2c(c1)OCO2)NC(=O)c1ccc(Br)cc1
  TDP1 cell noCPT: -16.8%	DT40 TDP1 CPT: 1.1%	KAT2A inh: -4.5%
canonical_smiles: COc1ccc2nc(NC(=O)c3cc(=O)c4cc(C)c(C)cc4o3)sc2c1
  TDP1 cell noCPT: -23.5%	DT40 TDP1 CPT: 9.3%	KAT2A inh: 1.4%
canonical_smiles: COc1ccccc1C(=O)NCCC(=O)Nc1ccc(S(=O)(=O)N2CCC(C)CC2)cc1
  TDP1 cell noCPT: -16.7%	DT40 TDP1 CPT: ?	KAT2A inh: -2.6%
canonical_smiles: O=C(C1CCCN(Cc2ccccc2[N+](=O)[O-])C1)N1CCCCC1 (stereo unspecified)
  TDP1 cell noCPT: -28.6%	DT40 TDP1 CPT: -29.4%	KAT2A inh: 2.0%
canonical_smiles: CC(C)N1CCOC1c1ccccc1 (stereo unspecified)
  TDP1 cell noCPT: ?	DT40 TDP1 CPT: ?	KAT2A inh: nt
